LYP phosphatase = inhibitors of LYP phosphatase, biochemical, fluorescence intensity, uHTS (AID 1779). Tyrosine-protein phosphatase non-receptor type 22 (Homo sapiens). recombinant LYP phosphatase, fluorescence intensity; higher % means a stronger effect. inhibition, % at 11.5 µM; hits with a dose series show IC50 in µM. 290,000 tested, 0.054% active; in the data active = inhibition above about 50%;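 note: plate controls were vehicle with enzyme for no effect and no enzyme for full effect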
RSV antiviral HEp-2 = RSV antiviral activity via CPE protection, HEp-2 cells, primary 10 µM value included (AID 2391); CPE inhibition, % at 10 µM, or IC50 in µM where a hit was titrated; 310,000 tested, 0.13% active; HEp-2 cells, RSV-induced CPE inhibition; higher % means a stronger effect; in the data active = a potency from the dose series; inconclusive = CPE inhibition mostly from about 23% at the one dose, without a potency; inactive = the rest, 99 in 100 with CPE inhibition below about 21%; note: strong numbers were not always called active
GPR35 antagonists = GPR35 antagonists blocking zaprinast-driven arrestin recruitment, primary screen, imaging, U2OS, beta-arrestin-GFP, zaprinast agonist (AID 2058); G-protein coupled receptor 35 (Homo sapiens); U2OS GPR35 beta-arrestin-GFP translocation imaging, zaprinast antagonism; higher % means a stronger effect; one-dose inhibition, % at 10 µM; IC50 in µM for titrated hits; 290,000 tested, 0.052% active;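 active = inhibition of at least 50% with at least 30 cells and total cytoplasm GFP at most 10,000,000; inconclusive = under 30 cells or total GFP of 10,000,000 plus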
WT yeast gro inh = growth inhibition of WT strain, primary screen, mitochondrial fusion inhibitor project, WT and mutant strains, chemical genetic | AID 1362, 2008 | 190,000 tested, 2.1% active | inhibition, % at 10 µM | mitochondrial fusion phenotypic screen; in the data active = inhibition above about 58%; tested in S. cerevisiae
AID2073 = inhibitors of Mint1-CaV2.2 protein interaction, biochemical, HTRF (AID 2073); Voltage-dependent N-type calcium channel subunit alpha-1B (Homo sapiens); HTRF protein-protein interaction, Mint1-CaV2.2; higher % means a stronger effect; inhibition, % at 20 µM, or IC50 in µM where a hit was titrated; 290,000 tested, 0.19% active; in the data active = inhibition mostly above about 51%, no sharp cut-off; inconclusive = no clear call, values can overlap the other calls; inactive = mostly below about 53%; note: some results filed as inactive read as strong as hits
K1F lysis inhibition = inhibition of K1F phage lysis, E. coli UTI89, bacterial capsule biogenesis inhibitors, alamar blue (AID 488966). E. coli UTI89 K1F phage lysis, alamar blue, 2 h; higher % means a stronger effect. one-dose inhibition, % at 100 µM; IC50 in µM for titrated hits. 340,000 tested, 0.02% active;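 active = phage lysis inhibition, versus mean bacterial control, above a set limit; inconclusive = no clear call, values can overlap the other calls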;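 note: capsule biogenesis inhibitors block K1F phage lysis so surviving cells raise fluorescence; higher fluorescence means more inhibition of phage lysis; actives were called in the ten point dose series up to 300 µM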
NTR1 agonist = agonists of NTR1, primary screen, imaging, U2OS cells, beta-arrestin-GFP, high content (AID 493036). NTR1-U2OS beta-arrestin-GFP spot imaging, agonist mode. activation, % at 20 µM. 330,000 tested, 0.17% active;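 active = activation at or above 40% of the spot to cytoplasm intensity ratio, with at least 20 cells analyzed; inconclusive = wells under 20 cells, flagged as cytotoxic or low count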;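 note: 0% = DMSO without peptide and 100% = 100 nM NTR1 peptide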
Target sequence (P30989 whole entry, looked up): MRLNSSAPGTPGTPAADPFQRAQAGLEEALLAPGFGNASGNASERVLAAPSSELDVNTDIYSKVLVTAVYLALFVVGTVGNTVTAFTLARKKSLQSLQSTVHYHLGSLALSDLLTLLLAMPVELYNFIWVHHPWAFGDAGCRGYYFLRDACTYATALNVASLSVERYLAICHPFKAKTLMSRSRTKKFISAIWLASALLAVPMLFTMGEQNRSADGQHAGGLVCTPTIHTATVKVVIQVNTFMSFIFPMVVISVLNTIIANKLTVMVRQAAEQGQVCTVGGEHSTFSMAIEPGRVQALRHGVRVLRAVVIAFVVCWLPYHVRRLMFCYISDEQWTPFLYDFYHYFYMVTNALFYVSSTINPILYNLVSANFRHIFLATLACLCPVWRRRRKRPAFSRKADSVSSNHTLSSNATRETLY
Autophagy mod = autophagy modulators in MEF cells, primary screen, imaging, high-content, MEF GFP-LC3 | MEF GFP-LC3 puncta imaging; test concentration mostly 10 µM | calls only at 10 µM (by protocol) | 190,000 tested, 0.98% active;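 active = percentage of spot-positive cells more than 3 SD above its plate mean, without a fluorescence outlier flag or 80% toxicity; inconclusive = no clear call, values can overlap the other calls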;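 note: spot-positive cell cutoff set from DMSO-treated cells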
Dengue-2 NS5 capping = Dengue-2 NS5 methyltransferase inhibitors, primary screen, biochemical, confirmation dose response (AID 588689); inhibition, % at 25 µM; hits with a dose series show IC50 in µM; Genome polyprotein (Dengue virus type 2 (strain 16681-PDK53)); Dengue-2 NS5 methyltransferase capping enzyme assay, biochemical; higher % means a stronger effect; 340,000 tested, 0.3% active; in the data active = a potency from the dose series; inconclusive = inhibition above about 29% without an active follow-up result
WT yeast gro inh mutant strain = recorded beside WT yeast gro inh, whose call it bears; inhibition, %; mitochondrial fusion phenotypic screen, mutant strain inhibition
Autophagy mod cell loss 18 h = second read-out of Autophagy mod, no call of its own (marks repeat the call); toxicity, %; measured here: cell loss, nuclei count;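 cell loss after 18 h compound exposure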
NTR1 agonist cell count 20 µM = also measured in NTR1 agonist; calls as there; cell count; measured here: cell count, cytotoxicity flag
The depositor's hits bear a star; i = inactive; ? = inconclusive; · = no result given; + = active, no number; [ ] = dose if it differs, or a comment. An unsorted share of the library, and some 2.6% of all compounds hit somewhere here.

Under each structure – LYP phosphatase, RSV antiviral HEp-2, GPR35 antagonists, WT yeast gro inh, WT yeast gro inh mutant strain, AID2073, K1F lysis inhibition, NTR1 agonist, NTR1 agonist cell count 20 µM, Autophagy mod, Autophagy mod cell loss 18 h, Dengue-2 NS5 capping
CCCOc1ccc(C(=O)O/N=C(\CC)c2ccc(C)cc2)cc1
→ 3%, 2.9%, -7%, 35, 14, 2%, 5.2%, 4.9, 52, i, 11, 4%
COc1ccc(C(=O)COC(=O)CCc2nc3ccccc3[nH]c2=O)cc1Br
→ -3%, -2.0%, -12%, 3, 4, 27%, -1.0%, 2.3, 42, i, 8, 4%
COc1ccc(OCCN2CCN(C(=O)c3ccc(OC)cc3)CC2)cc1
→ -4%, 0.4%, -16%, ·, ·, 4%, 0.2%, 1.7, 50, ·, ·, -3%
CC(CNC(=O)CCS(=O)(=O)c1ccc2c(c1)oc(=O)n2C)c1ccccc1 (centres undefined)
→ -7%, -1.1%, -4%, ·, ·, 2%, 0.5%, -0.8, 38, ·, ·, -17%
COC(=O)c1cc(COc2ccc3oc(C)c(C(=O)OC)c3c2)c(C)o1
→ -5%, ?, 11%, 13, -5, 7%, 3.0%[50 µM], 5.9, 59, i, 7, -1%
OC(c1ccc(F)cc1)(C1CCCCC1)C(CN1CCOCC1)c1ccccc1 (centres undefined)
→ -2%, 11%, -10%, ·, ·, -5%, -0.1%, 5.7, 62, ·, ·, 4%
[2H]C([2H])(CCOS(N)(=O)=O)c1ccccc1
→ -9%, 3.5%, -3%, ·, ·, 1%, 0.5%, -0.9, 97, ·, ·, -8%
O=C(CN1CCN(c2ccc(O)cc2)CC1)NCC(=O)Nc1ccc(F)c(F)c1F
→ ·, 2.0%, ·, ·, ·, ·, -0.3%[50 µM], -2.2, 78, ·, ·, -4%
O=C(Nc1ccccc1Cl)c1ccc2c(c1)N(Cc1ccc(F)cc1)C(=O)CS2=O (centres undefined)
→ 1%, 3.8%, -11%, 6, 8, 15%, -0.6%, -1.1, 48, i, -42, 1%
COc1ccc(S(=O)(=O)N[C@@H](C)C(=O)OCC(=O)Nc2cc3oc4ccccc4c3cc2OC)cc1
→ 3%, 20%, 22%, 12, -12, 21%, 0.0%, 5.4, 56, i, 2, -3%
COc1ccc(CCN2CC(C(=O)NCCc3ccccn3)CCC2=O)cc1 (centres undefined)
→ -6%, 0.3%, 10%, ·, ·, 8%, 0.3%, 0.9, 56, ·, ·, 1%
Cc1oc(-c2ccccc2)nc1C(=O)Nc1nccs1
→ -2%, 1.7%, -4%, 19, 24, 2%, 0.6%, -0.7, 69, i, -11, -3%
CC(=O)NCCC(=O)Nc1cc(S(=O)(=O)N2CCCCC2)ccc1Oc1ccccc1
→ -4%, 0.3%, -15%, ·, ·, 4%, 0.5%[50 µM], 0.6, 56, ·, ·, 5%
COc1ccccc1C(=O)NNC1=C(C(=O)C(F)(F)F)CCC1
→ -6%, 6.2%, 7%, 17, 6, 0%, 2.2%, 3.3, 55, i, 18, -2%
O=C(CSc1n[nH]c(=O)[nH]c1=O)c1ccccc1[N+](=O)[O-]
→ -4%, -0.8%, 4%, ·, ·, -22%, 0.2%, -1.6, 70, ·, ·, 3%
CCn1c(=O)c(C(=O)NCc2ccc(OC)c(OC)c2)c(O)c2ccccc21
→ 1%, 5.0%, 15%, -10, -2, 25%, 1.0%, 1.1, 41, i, -9, 0%
Cc1ccc(Cn2c(=O)c3ccccc3n3c(CCC(=O)O)nnc23)cc1
→ ·, 0.7%, ·, 4, -4, ·, -0.3%, 0.0, 47, ·, ·, -7%
CCC(C)N1CC23C=CC(O2)C(C(=O)OCc2ccccc2)C3C1=O (centres undefined)
→ -5%, 2.8%, -1%, -10, 4, -4%, -1.1%, 0.8, 49, i, -8, 1%
CCOc1ccc(C(CC(=O)O)NC(=O)c2sc3ccccc3c2Cl)cc1 (centres undefined)
→ -11%, 0.2%, -6%, -15, 0, -1%, 0.1%, 1.3, 80, i, -6, 11%
O=C(O)CSC(C(=O)Nc1ccc(C(F)(F)F)cc1)c1ccccc1 (centres undefined)
→ 0%, 0.5%, -7%, -11, 19, 10%, 0.2%, 3.2, 64, i, -2, -2%
COc1ccc(NC(=O)c2ccc(NC(=O)CN(C)CC(=O)Nc3c(C)cccc3C)cc2)cc1
→ -4%, 9.7%, -16%, ·, ·, 3%, 0.4%[50 µM], 2.4, 52, ·, ·, 8%
CCc1nnc(NC(=O)c2cc(-c3cccnc3)nc3ccccc23)s1
→ 0%, 1.9%, -6%, -2, -6, 5%, -0.4%, 1.0, 42, i, 6, 15%
O=C(Nc1ccccc1Cl)C(Cl)C(=O)c1ccccc1 (centres undefined)
→ -7%, ·, -2%, -2, -9, -3%, -3.3%, -1.8, 8, i, 0, -5%
CCC(C)(C)NC(=O)/C=C/c1cccs1
→ 0%, 1.8%, 5%, 2, 4, 2%, 0.3%, -0.6, 67, i, -2, 1%
CCOc1ccc(C(=O)NC(=S)Nc2ccc(NC(=O)CC)cc2)cc1[N+](=O)[O-]
→ 0%, 2.7%, -2%, -1, 10, 12%, 3.1%, 0.1, 64, i, 9, -4%
CCOc1ccc(NS(=O)(=O)c2ccc(C(=O)NCc3ccccn3)cc2)cc1
→ ·, 0.8%, ·, ·, ·, ·, -1.7%, 0.1, 60, ·, ·, -7%
COc1ccc(-c2cc(C(=O)Nc3ccc(C)cc3)no2)cc1
→ -3%, 0.7%, -10%, -8, -8, 22%, -1.4%, 0.7, 74, i, -1, -9%
CN1CCN(S(=O)(=O)c2cccc(C(=O)Oc3ccccc3Cl)c2)CC1
→ -2%, 0.7%, 7%, ·, ·, 15%, -0.2%, 0.4, 42, ·, ·, -7%
COc1ccccc1C1CCN(C(=O)c2ccccc2)CC1
→ -7%, 4.1%, 6%, ·, ·, -2%, -0.1%, 1.1, 79, ·, ·, -1%
CCC(C)c1ccccc1NC(=O)C(C)NCCN(C)C (centres undefined)
→ -8%, 0.6%, 0%, ·, ·, -5%, -0.2%, 3.4, 50, ·, ·, -2%
Cc1nc(NC(=O)CSc2ccc(-c3nc4ccccc4[nH]3)cn2)sc1C
→ -7%, 0.8%, -2%, 5, 30, -2%, 1.5%[50 µM], 20, 94, i, 1, -6%
Cc1oc2c(c1C(=O)NC(Cc1c[nH]c3ccccc13)C(=O)O)CCCC2 (centres undefined)
→ 5%, 1.9%, -3%, 4, -8, -6%, 0.1%, -0.2, 75, i, -4, -3%
COc1cccc(CNC(=O)CCS(=O)(=O)c2ccc3c(c2)CC(C)N3C(=O)C2CC2)c1 (centres undefined)
→ -11%, 3.0%, -8%, ·, ·, -4%, i, 1.4, 54, ·, ·, -2%
Cc1cccc(N2C(=O)C3C4CC(=O)C(c5ccccc54)C3C2=O)c1C (centres undefined)
→ -4%, 1.2%, -4%, -3, 3, 3%, 0.1%, -1.2, 81, i, 11, -1%
CCOc1ccc(OCCn2c(S(=O)(=O)O)nc3c(N)ncnc32)cc1
→ -3%, 0.1%, -7%, ·, ·, 13%, 3.2%[50 µM], -0.9, 79, ·, ·, -7%
CCCCNC(=O)OC(C)CNC(=O)OC (centres undefined)
→ 0%, 5.2%, 4%, 4, 9, 5%, 1.6%, -0.6, 38, i, -2, -5%
Cc1ccc(N2CSC3=C(C#N)C(c4cccs4)CC(=O)N3C2)cc1 (centres undefined)
→ -3%, 0.1%, 3%, 23, 21, 3.7µM*, -1.7%, 0.3, 88, i, 1, 18%
COc1ccc2nc(NC(=O)C3=NN(c4ccccc4)C(=O)CC3)sc2c1
→ -10%, 2.6%, 2%, 19, -9, 10%, 1.5%, 0.4, 86, i, 2, -1%
CSc1ccc(CN2CCC(CO)(Cc3ccc(Cl)cc3)CC2)cc1
→ -5%, 3.6%, 6%, 67*, 54*, 14%, 0.1%, 8.2, 82, +, 17*, -12%
Cc1nnc(N(C)C(=O)c2cnccn2)s1
→ -7%, 1.3%, -8%, -20, -14, 4%, 0.5%, -0.5, 54, i, -15, 3%
Cc1ccc(-c2nc(CS(=O)CC(=O)NCCN3CCOCC3)c(C)o2)cc1 (centres undefined)
→ -6%, -0.8%, 0%, 6, 0, 11%, -0.2%, 0.5, 97, i, 6, -2%
Oc1ccc(Nc2nnc(-c3ccc(O)cc3)c3ccccc23)cc1
→ -2%, -1.5%, 5%, -3, 1, -4%, -0.1%, -0.3, 57, i, 42, 5%
Cc1c(Br)c([N+](=O)[O-])nn1CC(=O)Nc1cccc2nonc12
→ 2%, 0.2%, 3%, 1, -21, 18%, 1.1%, 0.1, 67, i, 9, -3%
Cc1cc(C(F)(F)F)n(-c2nc(C(=O)NNS(=O)(=O)c3ccccc3[N+](=O)[O-])cs2)n1
→ -1%, -0.7%, -3%, 16, 10, 1%, -0.9%, 1.2, 92, i, 5, 1%
Cc1cc(C)cc(-c2nc(-c3ccncc3)no2)c1
→ -1%, 1.5%, -10%, 6, 8, -2%, 0.4%, 0.6, 71, i, -5, 1%
CCn1c(COc2cccc(C)c2)nnc1SCC(=O)N1CCCC1
→ -6%, 1.8%, 0%, 9, 0, -6%, -0.2%, 1.1, 73, i, 18, -5%
O=C(Oc1cccc(-n2cnnn2)c1)c1ccccc1Cl
→ -7%, 1.3%, 6%, -4, -21, 3%, 3.5%, 0.1, 57, i, -14, -7%
CCCCn1nc2cc(C(=O)NCc3ccccc3OC)ccc2c1OCC
→ -14%, 3.2%, 0%, 2, 5, 17%, 0.0%, -1.3, 97, i, 12, -3%
O=C(c1ccc(F)cc1F)C1CCN(c2ccc([N+](=O)[O-])cn2)CC1
→ -4%, -0.7%, -3%, ·, ·, -2%, ·, 0.9, 49, ·, ·, ·
CC(=O)c1ccc(Nc2cc(C)nc3c(C)cc(C)cc23)cc1
→ 10%, -0.3%, 16%, 25, -1, 15%, -2.7%, 3.6, 43, +, 47*, -8%

Source: PubChem
